esBAF inh = inhibitors of esBAF chromatin remodeling in mouse ES cells; 350,000 compounds, 2% hits; Bmi1-luciferase knock-in reporter, 24 h; 100% = twice the neutral-well signal; AID 602393; reporter increase, % at 12.5 µM; in the data active = activation above about 40%;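 note: 0% = median of the plate's neutral control wells and 100% = double that signal; a rise in the Bmi1 reporter signal indicates esBAF inhibition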
Statin myotox sup = protects C2C12 myotubes from simvastatin toxicity; 330,000 compounds, 0.78% hits; ATP luminescence, 48 h; scaled: DMSO 0, geranylgeraniol control 100; AID 602340; rescue of ATP level, % at 7.49 µM;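 active = mean ATP rescue above about 67%, or every replicate alone reaching that limit, limit read from the data, passing the limit was not always enough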;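 note: myotubes were challenged with 10 µM simvastatin during compound exposure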
ARNT-TACC3 inh = disrupts binding between human ARNT and TACC3; Q9Y6A5; AlphaScreen His-ARNT PAS-B/GST-TACC3 binding, luminescence; TACC3 fragment carries E629A point mutation; inhibition, % at 9.99 µM; 390,000 compounds, 0.66% hits;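 active = mean inhibition of replicates at least 50% and at least half of replicates each reaching 50%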;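 note: 0% = complete ARNT plus TACC3 wells and 100% = ARNT alone without TACC3; many hits fall short of the cut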
SIRT5 block = inhibitors of human sirtuin-5 desuccinylase; Q9NXA8; Purified SirT5, succinyl-peptide AMC, trypsin-coupled fluorescence; inhibition, % at 15 µM; 330,000 compounds, 1.1% hits; AID 652115; in the data active = inhibition above about 15%
Target sequence (Q9NXA8 whole entry, looked up): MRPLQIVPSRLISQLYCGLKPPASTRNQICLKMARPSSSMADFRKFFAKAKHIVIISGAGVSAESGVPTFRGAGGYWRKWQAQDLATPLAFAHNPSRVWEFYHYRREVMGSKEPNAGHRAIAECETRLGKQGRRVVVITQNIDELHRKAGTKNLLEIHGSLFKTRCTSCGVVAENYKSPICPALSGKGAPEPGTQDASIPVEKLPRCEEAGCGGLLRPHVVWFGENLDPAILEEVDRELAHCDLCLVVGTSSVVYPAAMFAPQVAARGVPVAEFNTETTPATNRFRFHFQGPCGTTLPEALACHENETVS
miR-122 sensor = miR-122 inhibition in Huh7 cells; Huh7 miR-122 Renilla luciferase sensor, 48 h; neutral wells = 0, positive control = 100; activation (reporter increase), % at 12.5 µM; 340,000 compounds, 0.3% hits; AID 602342;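 active = mean replicate activation score at least 90 and every replicate individually at or above 90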;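 note: higher luciferase means less miR-122 activity so hits act as miR-122 inhibitors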
ERp5 block = blocks human ERp5 reductase activity on insulin; ERp5 insulin aggregation, absorbance 650 nm, 90 min; inhibition, % at 9.99 µM; 350,000 compounds, 0.05% hits; AID 651711;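 active = mean replicate inhibition above about 25%, with every replicate also reaching it, limit read from the data, passing the limit was not always enough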
Target sequence (Q15084 whole entry, looked up): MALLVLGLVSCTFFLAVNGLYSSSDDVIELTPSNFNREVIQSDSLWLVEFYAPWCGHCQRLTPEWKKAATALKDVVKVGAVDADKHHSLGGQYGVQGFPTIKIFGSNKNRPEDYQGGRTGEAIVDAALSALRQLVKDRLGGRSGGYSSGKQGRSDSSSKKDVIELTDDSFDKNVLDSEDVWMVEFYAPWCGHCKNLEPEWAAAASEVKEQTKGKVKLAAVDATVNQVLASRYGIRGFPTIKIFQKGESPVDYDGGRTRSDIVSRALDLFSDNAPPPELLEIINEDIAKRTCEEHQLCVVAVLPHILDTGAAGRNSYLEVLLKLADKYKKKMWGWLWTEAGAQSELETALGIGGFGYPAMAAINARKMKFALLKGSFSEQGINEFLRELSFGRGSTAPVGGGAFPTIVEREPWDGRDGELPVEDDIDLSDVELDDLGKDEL
Cneo AK release = causes C. neoformans cell lysis. adenylate kinase release luminescence, 4 h; normalised: neutral wells 0, clomiphene wells 100. lysis activity, % at 15 µM. 360,000 compounds, 0.2% hits;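 active = mean lysis activity across replicates of at least 80%, whatever share of replicates individually reach that level; inactive = mean lysis activity below 80%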
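Assay system: C. neoformans cells. Amount: yeast cell density of 5 × 10^6 cells/mL. Technique: AK luminescence. Buffer or medium: YPD. Times: static 4 h at 37 °C with compound, 1 h detection. Dosing: single-point compound dose. Read-out: lysis from increased AK signal.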
* hit, by the source's call; · = not tested or not shown; [ ] = another dose, or the depositor's remark. Rows were taken by chance. Share with any hit: about 4%.

cpd	Compound	esBAF inh	Statin myotox sup	ARNT-TACC3 inh	SIRT5 block
1	Cc1ccc(N2C(=O)CCC(C(=O)O)C2c2cccs2)cc1 (stereo unspecified)	0	4	-3	-3
2	CCCC(=O)c1ccc2c(c1)OCCO2	17	·	-1	·
3	CCCCc1cc(=O)oc2cc(OCC(=O)N[C@@H](Cc3ccccc3)C(=O)O)ccc12	9	1	-4	-5
4	CCCC(=O)N(C1CC(C)C(C#N)(C#N)C1(C#N)C#N)N(C)C (stereo unspecified)	·	·	-3	0
5	Cc1cccc(CCNC(=O)CCc2nnc(CCc3ccccc3)o2)n1	·	·	-1	1
6	CCCNC(=O)N(C)C[C@H]1Oc2ncc(/C=C/c3ccccc3)cc2C(=O)N([C@@H](C)CO)C[C@H]1C	-3	0	3	-5
7	O=C(Nc1ccccc1)Nc1ccccc1C(=O)NCCCN1CCOCC1	0	-9	0	-5
8	CCOC(=O)c1ccc(Nc2nnc(C(C)(C)C)c(=O)[nH]2)cc1	·	·	-2	·

cpd	miR-122 sensor	ERp5 block	Cneo AK release
1	·	-3	-5
2	-8	·	0
3	-4	14	0
4	·	6	·
5	·	-1	·
6	12[16.7 µM]	-7	3
7	·	1	·
8	-3	·	-2

Other structures follow.
cpd	Compound	esBAF inh	Statin myotox sup	ARNT-TACC3 inh	SIRT5 block
9	O=C(NCc1cccs1)c1ccc(S(=O)(=O)N2CCCCC2)cc1	·	·	·	3
10	CCCCCC1CCC(C(=O)NNC(=S)NCC)CC1 (stereo unspecified)	-4	1	4	-2
11	CCCc1nnc(NC(=O)C2CC(=O)N(C3CCCC3)C2)s1 (stereo unspecified)	-5	2	-3	2
12	Cc1[nH]c(=O)[nH]c(=O)c1C=CC(=O)NC(CO)CS(=O)Cc1ccccc1 (stereo unspecified)	3	4	·	0
13	Cc1nc(CSc2ccc(Cl)cc2)cc(NCc2ccccc2)n1	2	8	-2	·
14	CN1CCCC1CCNS(=O)(=O)c1ccc(Br)cc1 (stereo unspecified)	-10	11	-6	·
15	O=C(CCC(=O)N1CCN(c2ccccc2F)CC1)N1CCN(c2ccc(F)cc2)CC1	1	-16	17	1
16	CCOC(=O)c1c(C)[nH]c(C(=O)C(C)OC(=O)c2ccc(NC(=O)CC#N)cc2)c1C (stereo unspecified)	2	6	8	3

cpd	miR-122 sensor	ERp5 block	Cneo AK release
9	12	2	·
10	1	1	6
11	-1	2	13
12	-1	-10	0
13	-1	·	6
14	6	·	-1
15	-2	3	3
16	0	2	2

A different layout for 9 compounds above:
Sequence of screens: esBAF inh, Statin myotox sup, ARNT-TACC3 inh, SIRT5 block, miR-122 sensor, ERp5 block, Cneo AK release
5. Cc1cccc(CCNC(=O)CCc2nnc(CCc3ccccc3)o2)n1
 : ·, ·, -1, 1, ·, -1, ·
6. CCCNC(=O)N(C)C[C@H]1Oc2ncc(/C=C/c3ccccc3)cc2C(=O)N([C@@H](C)CO)C[C@H]1C
 : -3, 0, 3, -5, 12[16.7 µM], -7, 3
7. O=C(Nc1ccccc1)Nc1ccccc1C(=O)NCCCN1CCOCC1
 : 0, -9, 0, -5, ·, 1, ·
8. CCOC(=O)c1ccc(Nc2nnc(C(C)(C)C)c(=O)[nH]2)cc1
 : ·, ·, -2, ·, -3, ·, -2
9. O=C(NCc1cccs1)c1ccc(S(=O)(=O)N2CCCCC2)cc1
 : ·, ·, ·, 3, 12, 2, ·
10. CCCCCC1CCC(C(=O)NNC(=S)NCC)CC1 (stereo unspecified)
 : -4, 1, 4, -2, 1, 1, 6
11. CCCc1nnc(NC(=O)C2CC(=O)N(C3CCCC3)C2)s1 (stereo unspecified)
 : -5, 2, -3, 2, -1, 2, 13
12. Cc1[nH]c(=O)[nH]c(=O)c1C=CC(=O)NC(CO)CS(=O)Cc1ccccc1 (stereo unspecified)
 : 3, 4, ·, 0, -1, -10, 0
13. Cc1nc(CSc2ccc(Cl)cc2)cc(NCc2ccccc2)n1
 : 2, 8, -2, ·, -1, ·, 6

The results go on.
cpd	Compound	esBAF inh	Statin myotox sup	ARNT-TACC3 inh	SIRT5 block
17	O=C(C1CC(c2ccc(F)cc2)=NO1)N1CCN(c2ccccc2)CC1 (stereo unspecified)	5	13	-1	-1
18	NC(N)=NS(=O)(=O)c1ccc(NC(=S)NC(=O)/C=C/c2ccccc2)cc1	-1	8	3	-4
19	CC(=O)c1ccc(N2CCN(C(=O)c3cc(C)on3)CC2)cc1	2	35	1	1
20	Cc1noc(C)c1NC(=O)N(C)C[C@@H]1Oc2c(NC(=O)NC(C)C)cccc2C(=O)N([C@H](C)CO)C[C@@H]1C	-1	·	-3	1
21	COC(=O)CSc1nc(N)c(NC(=O)c2ccc(OC)c(OC)c2)c(=O)[nH]1	-3	4	-8	3
22	Cc1cc(OCC(=O)OCC(=O)N2CCc3ccccc32)ccc1Cl	3	5	-2	2
23	COc1ccc([C@H]2CC(=O)C=C(c3ccc(OC)nc3)C2)cc1	10	-3	6	·
24	CCOC(=O)c1nc(NCc2ccccc2F)c2ccccc2n1	·	·	-1	1

cpd	miR-122 sensor	ERp5 block	Cneo AK release
17	0	5	2
18	·	3	-1
19	33	2	-1
20	0[16.7 µM]	0	1
21	·	-2	-2
22	-4	5	6
23	-2	0	-3
24	·	1	·

(continued)
cpd	Compound	esBAF inh	Statin myotox sup	ARNT-TACC3 inh	SIRT5 block
25	C[C@@H]1CN([C@@H](C)CO)S(=O)(=O)c2ccc(C#CCC3CCCC3)cc2O[C@@H]1CN(C)C(=O)CN(C)C	0	-49	10	-4
26	Cc1c(Cl)cccc1N/C(SCC(=O)N1CCCCCC1)=C(/C#N)c1nc2ccccc2s1	-14	-99	-9	·
27	Cc1ccc(S(=O)(=O)N2CCC(C(=O)NCCC3=CCCCC3)CC2)cc1C	14	-10	0	-3
28	COc1ccccc1/C=C1\CCCC2=C1Nc1nnnn1C2c1ccccc1OC (stereo unspecified)	·	·	-6	·
29	COc1ccccc1N(CC(=O)NC1CCCC1)S(=O)(=O)c1ccc(C)cc1	5	-32	-1	-3
30	O=C(C[C@H]1CC[C@@H](NC(=O)NC2CCCCC2)[C@@H](CO)O1)NCc1ccc(Cl)cc1	-2	2	-2	-4
31	O=C(NC(C(=O)O)c1ccccc1)c1ccc(S(=O)(=O)N2CCOCC2)cc1 (stereo unspecified)	-14	-10	-13	·
32	Cc1occc1C(=O)Nc1cccc(C(=O)NCc2ccccc2)c1	-1	-27	-1	·

cpd	miR-122 sensor	ERp5 block	Cneo AK release
25	-6[16.7 µM]	6	-1
26	5	·	-8
27	4	0	5
28	-6	·	-5
29	3	1	-1
30	·	1	5
31	-3	·	2
32	13	·	10

Continuation:
cpd	Compound	esBAF inh	Statin myotox sup	ARNT-TACC3 inh	SIRT5 block
33	CCOC(=O)CC(=O)CSc1nc2c(cc1C#N)CCCCCC2	29	6	-14	·
34	COCC(=O)Nc1nnc(SCC(=O)NCc2cccs2)s1	4	5	-8	·
35	Cn1c(=O)c(=O)n(C)c2cc(N3CCOCC3)c(NS(=O)(=O)c3ccc([N+](=O)[O-])cc3)cc21	-10	109*	3	9
36	C[C@@H]1CN([C@H](C)CO)S(=O)(=O)c2ccc(C3=CCCCC3)cc2O[C@H]1CN(C)C(=O)c1ccncc1	3	-11	4	-2
37	Cc1nn2c(-c3ccncc3)ccnc2c1Br	·	·	3	-2
38	C[C@@H](O)C#Cc1ccc([C@H]2[C@H](CO)N3CCCCN(S(=O)(=O)Cc4ccccc4)C[C@@H]23)cc1	-4	17	-5	2
39	C[C@@H]1CN([C@@H](C)CO)C(=O)c2cc(C3=CCCC3)cnc2O[C@H]1CN(C)Cc1cccc(F)c1	-4	-1	8	13
40	Cc1ccccc1C1CC(c2cccs2)=NN1S(C)(=O)=O (stereo unspecified)	1	-2	-6	-4

cpd	miR-122 sensor	ERp5 block	Cneo AK release
33	4	·	1
34	-11	·	1
35	-8	-2	-5
36	8[16.7 µM]	7	0
37	-8	2	·
38	10[16.7 µM]	-6	-3
39	-18[16.7 µM]	2	-2
40	10	-1	3

New compounds follow:
cpd	Compound	esBAF inh	Statin myotox sup	ARNT-TACC3 inh	SIRT5 block
41	O=C1C=CC(=O)N1c1ccc(OC(F)F)cc1	·	·	-13	0
42	O=C(CSc1nc2ccccc2c(=O)n1CCCC(=O)N1CCCC1)NCc1ccco1	5	0	-10	·
43	Cc1ccc(NC(=S)N2CCCN(Cc3ccc(F)cc3)C2)c(C)c1	-3	13	-7	1
44	O=C(Nc1ccccc1Cl)c1cccc(NC(=O)c2cccs2)c1	4	-19	2	-1
45	CCOC(=O)C1CCCN(C(=O)c2cccc(S(=O)(=O)N(C)c3ccc(C)cc3)c2)C1 (stereo unspecified)	-8	7	2	0
46	Cc1ccc(-c2nc(SCC(=O)NCC3CCCO3)c(-c3ccc(C)cc3)[nH]2)cc1 (stereo unspecified)	-8	5	2	-1
47	O=S(=O)(c1cccc2nsnc12)N1CCc2ccccc2C1	2	-5	10	·
48	C=CCC[C@H](Cc1ccc(F)cc1)C(=O)OC[C@@H]1CCCN1C(=O)[C@@H](CC=C)CC(=O)NCCO	-10	-6	3	1

cpd	miR-122 sensor	ERp5 block	Cneo AK release
41	·	1	·
42	-1	·	-1
43	-3	4	5
44	4	-6	6
45	-11	1	-2
46	7	0	1
47	-7	·	-2
48	35	-3	7

Remaining list, next part.
cpd	Compound	esBAF inh	Statin myotox sup	ARNT-TACC3 inh	SIRT5 block
49	C[C@H](CO)N1C[C@H](C)[C@H](CN(C)CC2CCCCC2)OCCCC[C@H](C)Oc2ccc(NC(=O)Nc3ccc(F)cc3)cc2C1=O	-2	·	28	-10
50	CCOC(=O)c1c(NC(=O)CSC(=S)N(C)C)sc(C)c1C	·	·	-5	-2
51	COC(=O)c1ccc2c(=O)n(CC3CCCO3)c(SCC(=O)Nc3ccc(OC)cc3OC)nc2c1 (stereo unspecified)	·	·	3	-3
52	COc1ccc(C(=O)N/C(=C\c2cn(C)c3ccccc23)C(=O)NCCCN2CCOCC2)cc1OC	-3	-20	-1	-2
53	Cc1ccc(S(=O)(=O)NNC(=O)Nc2ccc([N+](=O)[O-])cc2)c(C)c1	·	·	-3	-4
54	COCCCNC(=O)c1c(N)n(-c2ccc3c(c2)OCO3)c2nc3ccccc3nc12	·	·	-24	·
55	CCN(CC)CCCN=Cc1c(O)n(-c2cccc(C)c2)c(=O)c2ccccc12	-7	0	·	1
56	CCOC(=O)/C(C)=N/NC(=O)c1ccc([N+](=O)[O-])cc1	·	·	-2	2
57	CCCNC(=O)N1[C@H](C#N)[C@@H](c2ccc(/C=C/c3ccccc3)cc2)[C@H]1CO	11	-3	8	1
58	CCNC(=O)c1cccc(NC(=O)c2cc(C3CC3)nc3c2cnn3C(C)C)c1	6	-20	7	2
59	CNC[C@H]1Oc2ccc(NS(=O)(=O)c3ccc(OC)cc3)cc2CC(=O)N([C@@H](C)CO)C[C@H]1C	-3	35	-4	-2

cpd	miR-122 sensor	ERp5 block	Cneo AK release
49	-19[16.7 µM]	2	4
50	·	2	·
51	·	1	·
52	-7	9	0
53	-3	4	-2
54	2	·	2
55	-5	-3	7
56	·	-9	·
57	·	-10	-5
58	2	5	1
59	-8[16.7 µM]	-1	-8
